KB-V1 cytotox – KB-V1 MDR subline cytotoxicity; AID 1347076; Potency, µM (highest dose often 46.1 µM), inactives show at the top dose activity change, negative = cytotoxicity, hits mostly cytotoxic; KB-V1 MDR cells viability, CellTiter-Glo, 72 h; 400,000 tested, 3.4% active; note: potency is the fitted concentration of half-maximal effect; % is set by controls: 0 for no effect and ±100 for the full control effect; nearly all actives have a fitted effect of over 60% in size
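Cytotoxicity toward P-gp-expressing KB-V1 cells was determined as loss of CellTiter-Glo luminescence after 72 h at 37 degrees C. Compounds were tested in quantitative HTS format across a concentration range, with curves fitted to normalized data.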
HT1080-NT tox – kills 2HG-producing HT-1080-NT fibrosarcoma cells. HT-1080-NT fibrosarcoma viability, CellTiter-Glo ATP luminescence, 48 h. 360,000 tested, 1.6% active. Potency, µM (doses to about 46.1 µM), for the others: top-dose activity, negative = less viability, most hits filed as cytotoxic;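 note: NT is the 2HG producing partner of a matched IDH1 knockdown line; potency is the fitted concentration of half-maximal effect; 0% = DMSO-treated cells and -100% = media-only wells without cells; nearly all actives have a fitted effect of over 55% in size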
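HT-1080-NT; 750 cells/well; 5% FBS RPMI; 48 h compound, 37 degrees C; CellTiter-Glo luminescence; curve fitting and curve-class assignment.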
MCF10A rerep – DNA re-replication induction in MCF 10a cells; MCF 10A DNA re-replication, Hoechst nuclear intensity, 48 h; Potency, µM (doses to about 46.1 µM), inactives show at the top dose activity, positive = re-replication, most hits filed as activators; 350,000 tested, 2.9% active; AID 624296; note: potency is the fitted concentration of half-maximal effect; % of control where 0% means no effect; nearly all actives have a fitted effect of over 50% in size
IL1B secr inh – blocks inflammasome-driven IL-1 beta release | AID 743279 | THP-1 LPS/ATP IL-1B secretion, AlphaLISA, 16 h; stronger effect = lower value | activity change, % at 57.5 µM | 360,000 tested, 4.7% active; in the data active = activity change below about -50%; inconclusive = mostly about -30% to -49%; note: % is set by controls: 0 for no effect and ±100 for the full control effect
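THP-1 cells pretreated 1 hr with compounds (up to 57.5 uM final), then stimulated with LPS (250 ng/mL final) plus ATP (1.25 mM final); secreted IL-1B measured by AlphaLISA after 16 hr, decreased signal indicating inhibition.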
ATXN2 expr inh – ATXN2 expression inhibition | HEK-293 ATXN2-luciferase reporter, luminescence, 24 h | Potency, µM (highest dose often 57 µM), for inactives: top-dose activity change, negative = inhibition, most hits filed as inhibitors | 360,000 tested, 0.72% active | AID 1745845; note: potency is the fitted concentration of half-maximal effect; % is set by controls: 0 for no effect and ±100 for the full control effect; nearly all actives have a fitted effect of over 55% in size
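ATXN2-luciferase reporter cells (luciferase flanked by upstream and downstream ATXN2 gene portions) were treated 24 h at 37 °C with compounds at up to 57 uM. SteadyGlo luminescence gave expression; GF-AFC fluorescence gave viability.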
KB-3-1 cytotox – kills parental KB-3-1 adenocarcinoma cells; 400,000 tested, 1.4% active; AID 1347075; Potency, µM (highest dose often 46.1 µM), without a hit: top-dose activity change, negative = cytotoxic, usual class: cytotoxic; KB-3-1 viability, CellTiter-Glo ATP luminescence, 72 h; note: potency is the fitted concentration of half-maximal effect; % is set by controls: 0 for no effect and ±100 for the full control effect; nearly all actives have a fitted effect of over 60% in size
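Parental KB-3-1 adenocarcinoma cells in phenol-red-free DMEM with 10% FBS were pin-treated with compounds at several concentrations, incubated 72 h at 37 °C, and viability read by CellTiter-Glo luminescence; concentration-effect curves were fitted after normalization.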
SW480 rerep – induces DNA re-replication in SW480 colon adenocarcinoma cells; SW480 DNA re-replication, Hoechst DNA content imaging, 48 h; Potency, µM (top dose mostly 46.1 µM), for the others: at the highest dose re-replication activation, actives largely listed as activators; 340,000 tested, 1.8% active; AID 624297; note: potency is the fitted concentration of half-maximal effect; % of control where 0% means no effect; nearly all actives have a fitted effect of over 55% in size
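SW480 cells exposed to compounds for 48 hr at 37 C, 5% CO2, then Hoechst-stained 40 min. Nuclear DNA content imaged by fluorescence scanning (405 nm excitation, 500-530 nm emission); re-replication scored as increased high-intensity nuclei.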
WRN inhibitor – blocks human WRN helicase; Q14191; WRN helicase unwinding, fluorescent forked duplex, kinetic; Potency, µM (titrated, usually from 114 µM), inactives show at the highest dose activity change, negative = inhibition, actives largely listed as inhibitors; 360,000 tested, 0.46% active; note: potency is the fitted concentration of half-maximal effect; % is set by controls: 0 for no effect and ±100 for the full control effect; nearly all actives have a fitted effect of over 55% in size
Target sequence (Q14191 whole entry, looked up): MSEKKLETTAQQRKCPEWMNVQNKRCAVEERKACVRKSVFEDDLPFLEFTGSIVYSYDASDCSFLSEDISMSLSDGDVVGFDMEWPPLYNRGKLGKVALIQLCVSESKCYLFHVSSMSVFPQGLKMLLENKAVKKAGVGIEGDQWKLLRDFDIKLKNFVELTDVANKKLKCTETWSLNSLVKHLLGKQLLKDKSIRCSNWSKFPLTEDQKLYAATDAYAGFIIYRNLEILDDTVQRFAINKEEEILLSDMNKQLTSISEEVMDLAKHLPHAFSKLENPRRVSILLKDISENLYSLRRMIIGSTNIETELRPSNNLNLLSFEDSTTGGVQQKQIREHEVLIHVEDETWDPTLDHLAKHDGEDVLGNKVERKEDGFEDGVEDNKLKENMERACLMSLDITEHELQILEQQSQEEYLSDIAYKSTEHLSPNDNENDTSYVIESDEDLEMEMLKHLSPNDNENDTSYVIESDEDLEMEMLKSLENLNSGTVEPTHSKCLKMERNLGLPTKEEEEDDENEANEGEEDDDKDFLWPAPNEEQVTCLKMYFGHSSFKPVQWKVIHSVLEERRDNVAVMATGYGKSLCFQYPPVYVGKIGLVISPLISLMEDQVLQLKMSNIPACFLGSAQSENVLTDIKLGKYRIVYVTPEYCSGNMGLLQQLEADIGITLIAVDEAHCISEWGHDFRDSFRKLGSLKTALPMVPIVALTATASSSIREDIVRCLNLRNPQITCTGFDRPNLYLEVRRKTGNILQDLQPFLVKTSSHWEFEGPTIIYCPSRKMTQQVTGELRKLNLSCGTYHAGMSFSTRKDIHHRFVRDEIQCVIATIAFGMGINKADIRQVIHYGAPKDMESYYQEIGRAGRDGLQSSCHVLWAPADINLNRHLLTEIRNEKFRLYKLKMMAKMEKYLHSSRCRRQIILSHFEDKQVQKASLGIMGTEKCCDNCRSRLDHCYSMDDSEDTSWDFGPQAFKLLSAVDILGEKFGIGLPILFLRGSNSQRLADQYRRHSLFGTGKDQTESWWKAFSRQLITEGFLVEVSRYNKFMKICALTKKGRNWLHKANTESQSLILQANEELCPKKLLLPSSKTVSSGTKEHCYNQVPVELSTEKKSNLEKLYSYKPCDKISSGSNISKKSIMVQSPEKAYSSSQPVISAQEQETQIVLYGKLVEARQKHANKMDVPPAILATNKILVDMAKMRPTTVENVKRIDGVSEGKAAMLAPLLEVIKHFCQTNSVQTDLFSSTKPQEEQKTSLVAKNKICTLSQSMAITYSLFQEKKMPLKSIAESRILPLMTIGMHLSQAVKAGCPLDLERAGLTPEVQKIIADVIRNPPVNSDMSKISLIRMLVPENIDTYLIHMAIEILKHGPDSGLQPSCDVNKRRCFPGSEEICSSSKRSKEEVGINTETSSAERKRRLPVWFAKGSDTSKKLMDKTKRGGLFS
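WRN at 20 nM final preincubated with compound 15 min at room temperature; reaction started with 100 nM fluorophore/quencher forked duplex oligonucleotide and 2 mM ATP final. Unwinding followed kinetically by red fluorescence (ex 525, em 598 nm).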
HT1080 IDH1KD tx – HT-1080 IDH1 knockdown cell toxicity (counter line); 360,000 tested, 2% active; HT-1080 IDH1 knockdown viability, ATP luminescence, 48 h; Potency, µM (highest dose often 46.1 µM), for the others: top-dose activity, negative = toxicity, actives largely listed as cytotoxic;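 note: potency is the fitted concentration of half-maximal effect; 0% = DMSO wells and -100% = cell-free medium wells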
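Knockdown cells (IDH1KD HT-1080) received compounds 2 h after plating at 750 cells/well and were kept 48 h at 37 °C in 5% FBS RPMI. A CellTiter-Glo luminescence read gave % activity for curve fitting.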
Numbers without * were called inactive; i = inactive; ? = inconclusive; / = not tested or not shown; & = joins results of further samples; [ ] = another dose, or the depositor's remark. Unless noted, calls come from the whole dose curve; as a rule, active = well fitted curve in the direction sought with a large enough effect; inconclusive = small, poorly fitted or top-dose-only effect, or another doubt; inactive = no such curve, though single readings can be large; an effect the other way counts as inactive or inconclusive.

SMILES	KB-V1 cytotox	HT1080-NT tox	MCF10A rerep	IL1B secr inh	ATXN2 expr inh	KB-3-1 cytotox	SW480 rerep	WRN inhibitor	HT1080 IDH1KD tx
Cc1ccc(/C=C2\SC(=S)N(c3cccnc3)C2=O)o1	11%	7%	-4%	5	/	-1%	19%	-9%	8%
CCC1(c2ccccc2)NC(=S)N(c2ccc(C)cc2)N1 (stereo not drawn)	19%	7%	-2%	21	4%	-4%	3%	-5%	9%
CCc1ccc(S(=O)(=O)NC2CC(C)(C)NC(C)(C)C2)cc1	-5%	8%	5%	-16	-16%	-5%	3%	-11%[57.1 µM]	8%
COc1ccc(S(=O)(=O)N2CCOCC2)cc1NC(=O)Cc1ccsc1	8%	11%	-2%	20	2%	10%	-5%	-8%	16%
COc1ccccc1CNC(=O)CSc1ccc(-c2cccc([N+](=O)[O-])c2)nn1	2%	8%	1%	10	5%	-5%	-4%	-24%	12%
CCCC(=O)N(C1CC(C)C(C#N)(C#N)C1(C#N)C#N)N(C)C (stereo not drawn)	-27%	?	2.9µM*	-101*	?	-9%	4.6µM*	-31%	?
CCc1cccc2sc(N(CCCN3CCOCC3)C(=O)CS(=O)(=O)c3ccccc3)nc12	0%	-9%	2%	-14	-6%	-3%	0%	-29%	-2%
CCC(C)C(NC(=O)C1CCC(C)CC1)C(=O)Nc1ccc(OC)cc1OC (stereo not drawn)	-3%	6%	-11%	0	-1%	0%	7%	3%	11%
O=C1OCCC1=CN1CCCCC1	19%	6%	/	-11	/	27%	/	-11%	12%
CCOC(=O)C1=C(COC(=O)c2cccc(N(C)C)c2)NC(=O)NC1C (stereo not drawn)	1%	-2%	-2%	-19	24%	22%	-123%[inhibitor]	1%	0%
Cc1cc(C)n2nc(SCC(=O)c3c(N)n(CC(C)C)c(=O)n(C)c3=O)nc2n1	10%	2%	-1%	47	-22%	-18%	-4%	-1%	6%
O=C(c1ccc(F)cc1)N1CCC(C(=O)N2CCN(S(=O)(=O)c3cccc([N+](=O)[O-])c3)CC2)CC1	-2%	-14%	6%	2	-11%	10%	-10%	1%	0%
COc1ccc(C2OC(=O)CC2C(=O)NCc2ccccc2Cl)cc1OC (stereo not drawn)	-19%	-11%	62%	-4	-11%	-2%	-2%	-10%	-5%
O=C(COc1ccccc1)OCc1csc(Nc2ccccc2)n1	0%	16%	-2%	9	19%	20%	-7%	-8%	12%
CC(=O)Nc1ccc(S(=O)(=O)N(CC(=O)NC2CC2)Cc2ccccc2)cc1	?	0%	1%	-4	-1%	10%	-2%	2%	-6%
O=C(CCCn1c(=O)c2ccccc2n(Cc2ccccc2)c1=O)NCc1ccco1	?	?	?	-8	-6%	?	7%	-26%	?
CC(=O)c1ccc(N2CCN(C(=O)c3cc4c(C)nc5ccccc5c4o3)CC2)cc1	?	5%	1%	14	5%	-4%	?	-13%	-4%
C[C@H](CO)N1C[C@H](C)[C@@H](CN(C)C(=O)Nc2ccccc2F)Oc2ncc(Br)cc2C1=O	7%	7%	/	2	4%	-3%	/	2%	7%
O=C(CN1CCC(NC(=O)Nc2ccc(F)cc2)CC1)Nc1ccccc1[N+](=O)[O-]	-40%	-11%	?	15	-12%	14%	2%	5%	-9%
CN(CCCNC(=O)C1CCCN(S(=O)(=O)c2cnc[nH]2)C1)c1ccccc1 (stereo not drawn)	12%	7%	-2%	10	3%	3%	2%	-1%	10%
CCCCNc1nc(CC(C)=O)ns1	20%	-1%	9%	4	1%	8%	0%	6%	-7%
CCOc1ccc(N2C(=O)CC(N3CCN(c4ccc(C(=O)c5ccncc5)cc4)CC3)C2=O)cc1 (stereo not drawn)	11%	0%	2%	-3	21%	8%	-4%	3%	-4%
Cc1cccc(C(=O)Nc2ccc(S(=O)(=O)Nc3nc(C)cc(C)n3)cc2)c1	0%	4%	?	0	-25%	?	16%	-5%	9%
CCCCN(CC)CCCNC(=O)c1cc2c(-c3ccc(OC)c(OC)c3)nn(C)c2s1	?	?	?	-70*	?	7%&-8%	3%	-29%	?
C=CCn1c(C)cc(C(=O)COc2ccc(N(C)S(=O)(=O)c3ccc(NC(C)=O)cc3)cc2)c1C	14%	4%[9.24 µM]	?	-29	-22%	-22%	-35%[inhibitor]	-1%	?
Cc1ccc(-n2ncc3c(SCC(=O)NNC(=O)c4ccco4)ncnc32)cc1	-1%	-13%	22%	9	10%	2%	0%	-4%[57.1 µM]	-4%
O=C(COC(=O)c1ccc(Br)o1)NCC1CCCO1 (stereo not drawn)	2%	4%	-5%	0	13%	1%	-2%	-5%	0%
CC(=O)c1cccc(NC(=O)c2ccc(OCc3c(C)noc3C)cc2)c1	-8%	0%	15%	18	/	-6%	-27%	19%	0%
S=C1NCC(c2ccccc2)S1 (stereo not drawn)	5%	2%	6%	5	4%	-10%	2%	6%	0%
Cc1ccc2c(CN3CCN(Cc4ccc5c(c4)OCO5)CC3)cc(=O)oc2c1C	-19%	-4%	0%	-19	-14%	-8%	-3%	-8%	2%
COc1ccccc1OCc1cc(C(=O)N2CCN(C)C(c3ccccc3)C2)no1 (stereo not drawn)	-18%	-14%	16%	i	79%[activator]	3%	0%	-26%	-1%
Cc1cc(C)n(CC(C)NCc2c(C(=O)N3CCOCC3)nc3c(C)cccn23)n1 (stereo not drawn)	4%	7%	-1%	10	17%	-15%	-11%	-3%	7%
CCCNC(=O)C1CCC(CNS(=O)(=O)c2ccc3c(c2)CC(C)N3C(C)=O)CC1 (stereo not drawn)	0%	-4%	7%	0	7%	-29%	?	2%	-3%
CCN1CCN(Cc2ccc(NC(=O)c3cc(NC(=O)c4cnn(-c5ccccc5)c4N)cc(OC)c3)cc2C(F)(F)F)CC1	21%	?	15µM*	81	?	-16%	1%[9.22 µM]	1%	18µM*
CCOC(=O)c1cccc(NC(=O)c2ccc3c(c2)C(=O)N(CC2CCCO2)C3=O)c1 (stereo not drawn)	0%	12%	-3%	-10	-1%	-4%	-12%	6%	-4%
FCc1nc2nc(Cl)c(Cl)nc2[nH]1	13%	1%	/	19	/	12%	/	5%	2%
CCC(=O)N1CC(C)C(=O)Nc2ccccc21 (stereo not drawn)	2%	-3%	-3%	-5	-29%	0%	2%	-2%	-2%
COc1cc(SC)ccc1C(=O)N(C)CC(=O)Nc1cccc2ccccc12	-11%	-2%	1%	22	0%	-1%	4%	-14%	2%
O=C(NCc1ccco1)c1ccc(COc2ccccc2Cl)cc1	-10%	-13%	?	-57*	8%	-7%	7%	-18%	-14%
COc1ccc(CCNc2ncccc2C#N)cc1OC	?	-1%	11%	-10	34%[activator]	?	-1%	4%	-3%
Cc1occc1C(=O)N1CCC2(CCCN(Cc3ccc(F)c(F)c3)C2)C1 (stereo not drawn)	?	-23%	?	-25	-14%	-5%	2%	-8%	-21%
COc1ccc(NC(=O)C23CC4CC(C2)CC(n2cnc(Br)n2)(C4)C3)cc1OC	-24%	7%	0%	18	-9%	-1%	-6%	-7%	-14%
Cc1ccccc1C(=O)NC(CC(C)C)C(=O)Nc1ccc(F)c([N+](=O)[O-])c1 (stereo not drawn)	-24%	-2%	?	-4	-13%	-8%	1%	7%	7%

Screening results: PubChem BioAssay, National Center for Advancing Translational Sciences (NCATS)
